# Screening results from PubChem BioAssay.
# CHT allo act: allosterically activates the human high affinity choline transporter. B-score at 10 µM. CHT-expressing cells, membrane potential dye, choline EC20; active compounds read high; LV-AA mutant CHT in HEK293 cells. actives 0.49% (n = 310,000). Q9GZV3;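 active means initial fluorescence not abnormally high and integrated response B-score, plate-corrected, over 3 SD above library mean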
# Target sequence (Q9GZV3 whole entry, looked up): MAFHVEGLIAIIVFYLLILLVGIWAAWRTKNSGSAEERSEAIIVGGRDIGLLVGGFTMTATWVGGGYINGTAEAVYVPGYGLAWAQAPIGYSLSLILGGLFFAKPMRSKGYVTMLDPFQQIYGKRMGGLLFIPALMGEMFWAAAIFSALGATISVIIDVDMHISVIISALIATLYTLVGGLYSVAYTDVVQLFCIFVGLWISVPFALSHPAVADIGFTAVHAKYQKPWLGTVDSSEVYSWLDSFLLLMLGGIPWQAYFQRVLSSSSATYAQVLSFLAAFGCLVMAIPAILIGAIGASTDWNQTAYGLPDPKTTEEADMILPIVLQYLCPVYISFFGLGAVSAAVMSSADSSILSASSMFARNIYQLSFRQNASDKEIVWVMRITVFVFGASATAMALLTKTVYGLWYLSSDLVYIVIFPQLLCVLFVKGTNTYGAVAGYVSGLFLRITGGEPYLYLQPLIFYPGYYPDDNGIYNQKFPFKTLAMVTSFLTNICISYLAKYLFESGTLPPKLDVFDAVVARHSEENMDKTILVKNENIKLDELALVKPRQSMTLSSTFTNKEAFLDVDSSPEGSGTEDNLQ
# CHT block: inhibits the human high affinity choline transporter; CHT-expressing cells, membrane potential dye, choline response; active compounds read low; B-score at 10 µM; actives 0.86% (n = 310,000); AID 488975;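 active means B-score over 3 SD under the library average, and starting fluorescence ratio not unusually high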;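 further: choline stimulus applied at its EC90 after an EC20 pre-addition; B-score computed on integrated fluorescence ratio after choline addition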
# The depositor's hits bear a star; i = inactive.
SMILES,CHT allo act,CHT block
CC(=O)Nc1sc(N/N=C/c2ccc(O)cc2)nc1-c1ccc(C)cc1,i,i
Cn1c(=O)cc(C(=O)N/N=C/c2ccc(Cl)cc2)[nH]c1=O,i,i
C=CCc1cc(OC)ccc1OCC(O)CN1CCN(c2ccc(OC)cc2)CC1 (stereo not given),i,i
Cc1nnc(NC(=O)CSCc2c(C)noc2C)s1,i,i
Cc1cc(OCC(=O)N(C)Cc2ccccc2)ccc1Br,i,i
O=C(CCCCCN1C(=O)c2ccccc2C1=O)Oc1ccc2c3c(c(=O)oc2c1)CCC3,i,i
CCOC(=O)C(CCCCOc1ccc([N+](=O)[O-])cc1)C(=O)OCC,i,i
CC(=O)c1ccc(NC(=O)C2CCCN(S(=O)(=O)c3c(C)[nH]c(=O)[nH]c3=O)C2)cc1 (stereo not given),i,i
COc1ccc(Cc2nnc(SCC(=O)Nc3ccccc3C)n(N)c2=O)cc1,i,i
COC(=O)c1ccc(C2=NOC(C)(c3sc(-c4ccc(Cl)cc4)nc3C)C2)cc1 (stereo not given),i,i
Cc1ccccc1CS(=O)(=O)CCC(=O)NCc1ccccn1,i,i
O=C(N/N=C/c1ccc(OC(F)F)cc1OC(F)F)c1ccc(Br)cc1,i,i
O=C(CSc1nnnn1C1CCCC1)NCc1ccc2c(c1)OCO2,i,i
COc1ccc(CNC(=O)C(C)OC(=O)C23CC4CC(CC(O)(C4)C2)C3)cc1 (stereo not given),i,i
CCOCCCNC(=O)c1ccc(-n2c(=S)[nH]c3ccccc3c2=O)cc1,i,i
O=C(C[n+]1cccc(Br)c1)c1ccc(-c2ccccc2)cc1,i,-15.1*
COC(=O)c1c(NS(=O)(=O)c2ccccc2)csc1C,i,i
Cc1cc2occ(CC(=O)NC3(C)CCS(=O)(=O)C3)c2cc1C (stereo not given),i,i
CC(C)CC(=O)NCc1ccc(F)cc1,i,i
Cc1cccn2c(=O)c(/C=C(\C#N)C(=O)NCc3ccco3)c(N3CCCC(C)C3)nc12 (stereo not given),i,i
O=C(Nc1ccc(F)cc1)Nc1cc(S(=O)(=O)N2CCOCC2)ccc1N1CCCC1,i,i
COC(=O)c1cc(-c2ccc(OC)cc2)nc2nc(SC)[nH]c(=O)c12,i,i
CCOC(=O)c1nnn(-c2nonc2N)c1CSc1nnc(N)s1,i,i
Cc1ccc2cc(C)c3nnc(SCC(=O)NCc4ccco4)n3c2c1,i,i
C(=N\NC1=Nc2cccc3cccc1c23)/c1cccnc1,i,i

# Two entries picked at random from those above, as already listed:
SMILES,CHT allo act,CHT block
Cc1ccccc1CS(=O)(=O)CCC(=O)NCc1ccccn1,i,i
Cc1cc2occ(CC(=O)NC3(C)CCS(=O)(=O)C3)c2cc1C (stereo not given),i,i

# Additional entries follow.
SMILES,CHT allo act,CHT block
Cc1ccc(Cn2c(=N)c(C(=O)NCC3CCCO3)cc3c(=O)n4ccccc4nc32)cc1 (stereo not given),i,i
COc1ccc(Nc2nc(N)nc(CSC(=S)N3CCC(C)CC3)n2)cc1,i,i
C/C(=N\NC(=O)c1ccc(F)cc1)c1ccc(NC(=O)Cc2ccccc2)cc1,i,i
O=C(O)CC/C(=N/NC(=O)c1cn(-c2ccccc2)nc1-c1ccccc1)C(=O)O,i,i
CCC(c1nc2ccccc2c(=O)n1CCCn1ccnc1)N1C(=O)c2ccccc2C1=O (stereo not given),i,i
CCC(C)[C@H](N)c1nnc(SCC(=O)Nc2cccc(Cl)c2)o1 (stereo not given in full),i,i
CCn1cc(S(=O)(=O)NCCc2ccc(OC)c(OC)c2)cn1,i,i
Cc1ccc(C)c(N2N=C(C(=O)O)CCC2=O)c1,i,i
Cc1ccc(NS(=O)(=O)c2cc(Br)cnc2N)c(Cl)c1,i,i
Cc1[nH]c2ccccc2c1SCc1n[nH]c(=S)n1C,i,i
O=[N+]([O-])c1cc(S(=O)(=O)N2CCCC2)ccc1N/N=C/c1ccccn1,i,i
CCOC(=O)C1=C(C)Nc2ncnn2C1c1cc(Br)ccc1F (stereo not given),i,i
O=C(COC(=O)Cc1ccc(Br)cc1)NC1CCCCC1,i,i
Cc1ccccc1OCC(=O)N/N=C/c1cccn1C,i,i
COc1ccc(C(=O)c2c3ccccc3[n+]([O-])n2CCCN)cc1,i,i
C=CCOc1ccc(/C=C2\SC(=S)N(N3CCOCC3)C2=O)cc1,i,i
Cc1nn2c(c1-c1ccccc1)NC1=C(C(=O)CCC1)C2c1ccccc1 (stereo not given),i,i
Clc1ccccc1C(c1nnnn1Cc1ccco1)N1CCN(Cc2ccco2)CC1 (stereo not given),i,i
Cc1ccc(-c2ccc3nnc(SCC(N)=O)n3n2)cc1,i,i
COc1ccc(/C=N/N=C2/C(=O)Nc3ccccc32)cc1O,i,i
CC(C)NS(=O)(=O)c1ccc(OCC(=O)N2CCN(c3ccccc3)CC2)cc1,i,i
O=c1[nH]c(Nc2ccccc2)cc2cc(Br)ccc12,i,i
Cc1cc(OCC(=O)Nc2ccncc2)ccc1[N+](=O)[O-],i,i
COc1ccc(CC2(CO)CCN(C(C)COc3ccccc3)CC2)cc1 (stereo not given),i,i
O=C(NC1CCCCCC1)C1c2ccccc2C(=O)N1Cc1cccs1 (stereo not given),i,i

# Overlap with the part before: 4 entries, then new ones.
SMILES,CHT allo act,CHT block
O=c1[nH]c(Nc2ccccc2)cc2cc(Br)ccc12,i,i
Cc1cc(OCC(=O)Nc2ccncc2)ccc1[N+](=O)[O-],i,i
COc1ccc(CC2(CO)CCN(C(C)COc3ccccc3)CC2)cc1 (stereo not given),i,i
O=C(NC1CCCCCC1)C1c2ccccc2C(=O)N1Cc1cccs1 (stereo not given),i,i
O=C(Cn1nc(-c2ccccc2)c2ccccc2c1=O)Nc1ccc(O)cc1,i,i
CCCCc1ccc(NC(=S)NCCCN2CCOCC2)cc1,i,i
CCC(CC)=C(C#N)C(=O)NC1CCCCC1,i,i
CCOc1ccc(NC2=C(Cl)C(=O)N(C3CCCCC3)C2=O)cc1,i,i
C=C(C)Cn1c(CCNC(=O)c2ccco2)nc2ccccc21,i,i
O=S(=O)(NCCc1ccncc1)c1ccccc1,i,i
CCOC(=O)c1sc(SCc2ccccc2)c2c1CC(C)(C)CC2=O,i,i
OCCC1CN(Cc2ccc(F)cc2)CCN1CCCc1ccccc1 (stereo not given),i,i
CCCn1nc2cc(C(=O)NCc3ccc(OC(F)(F)F)cc3)ccc2c1OCC,i,i
Cc1ccccc1Nc1nc(N)nc(COC(=O)/C=C/c2ccco2)n1,i,i
CCOC(=O)N1CCN(C(=O)CCn2c(=S)[nH]c3cc(OCC)c(OCC)cc3c2=O)CC1,i,i
COCC1=C(C(=O)OC)C(c2ccco2)n2ncnc2N1 (stereo not given),i,i
COC(=O)c1c(NC(=O)CSc2nnnn2-c2ccccc2)sc2c1CCC(C)C2 (stereo not given),i,i
Cc1ccccc1N=C1SCCN1C(=O)CN1C(=O)NC2(CCCC2)C1=O,i,i
O=C1C=C(N(CCO)CCO)C2(CCCCC2)O1,i,i
Cc1cccc(NC(=O)NNC(=O)c2ccc(C)c([N+](=O)[O-])c2)c1,i,i
COc1ccc(C(C)=O)cc1CSCCC#N,i,i
COc1ccccc1NS(=O)(=O)c1ccc(N2CCOCC2)c(NC(=O)c2ccco2)c1,i,i
COc1ccc(C2=NN(S(C)(=O)=O)C(c3cccs3)C2)cc1 (stereo not given),i,i
O=C(CNS(=O)(=O)N1CCOCC1)N/N=C/c1cccnc1,i,i
Cc1ccc(-n2c(SCC(=O)N3c4ccccc4Sc4ccccc43)nnc2-c2ccncc2)cc1,i,i
COc1ccc(-c2nc(CSCC(=O)NCc3ccc4c(c3)OCO4)c(C)o2)cc1OC,i,i
CCN(CC)S(=O)(=O)c1ccc(N2CCOCC2)c(NC(=O)CCOc2ccccc2)c1,i,i
O=C(O)c1nn(CCOc2c(Cl)cccc2Cl)c(=O)c2ccccc12,i,i
CCCCn1c(N)c(N(CCC(C)C)C(=O)COC(=O)c2ccccc2)c(=O)[nH]c1=O,i,i

# The list goes on.
SMILES,CHT allo act,CHT block
COc1ccc(NC(=O)COc2ccc(C(=O)NC3CCCc4ccccc43)cc2OC)cc1 (stereo not given),i,i
COc1ccccc1N1CCN(C(=O)c2ccc(N3CCCCS3(=O)=O)cc2)CC1,i,i
O=c1cc(N2CCc3ccccc32)[nH]c(=O)n1-c1ccc(Cl)cc1,i,i
CCc1nnc(NC(=O)CCC(=O)Nc2ccc(Cl)cc2)s1,i,i
COCCN(C(=O)COC(=O)C1CCC(C(C)(C)C)CC1)c1c(N)n(Cc2ccccc2)c(=O)[nH]c1=O (stereo not given),i,i
COc1ccc(C(CNC(=O)CCOc2ccccc2)N(C)C)cc1 (stereo not given),i,i
C=CCn1c(-c2ccoc2)n[nH]c1=S,i,i
Cc1c(C(=O)c2no[n+]([O-])c2C(=O)c2cnn(C)c2C)cnn1C,i,-5.87*
Cc1ccc(C)c(OCCC(=O)N2CCN(S(=O)(=O)c3cc(C)ccc3C)CC2)c1,i,i
COc1ccc(S(=O)(=O)N2CCN(C(=O)C3CCCO3)CC2)cc1 (stereo not given),i,i
Cc1nc(-c2ccc(S(=O)(=O)Oc3ccc(Cl)cc3Cl)s2)cs1,i,i
Cc1ccc(S(=O)(=O)N2CC[C@@H]2C(=O)O)cc1,i,i
Cc1ccccc1NC(=O)CSCc1cc(=O)n2ccsc2n1,i,i
CCCCCCC1CCC(c2nc(-c3ccncc3)no2)CC1 (stereo not given),i,i
O=C1CCCC2=C1C(c1cn(-c3ccccc3)nc1-c1cccs1)c1c([nH]c(=O)[nH]c1=O)N2 (stereo not given),i,i
CCOC(=O)C1(CCOc2ccccc2)CCN(CCCn2cccn2)CC1,i,i
CCCCCc1nc(-c2nonc2N)no1,i,i
COC(=O)N/C(C)=C1/NC(=O)c2ccccc2C(c2ccccc2)N1 (stereo not given),i,i
Cc1ccc([N+](=O)[O-])cc1NC(=O)c1ccoc1C,i,i
CCCn1c(N/N=C\C=C\c2ccccc2)nc2c1c(=O)[nH]c(=O)n2C,i,i
COc1cc(/C=N/OCC(=O)Nc2cc(C)on2)ccc1OCc1ccccc1,i,i
CN(C)/C=C(/C(=O)c1ccc(Cl)cc1)n1cncn1,i,i
O=C(NCCCN1CCCCC1)c1ccc2c(c1)ncn2C1CCCC1,i,i
CC12CCC(C(=O)NNC(=O)c3ccc(Br)cc3)(OC1=O)C2(C)C (stereo not given),i,i
CC(=O)NC(Cc1c[nH]c2ccccc12)C(=O)N/N=C/c1ccccc1 (stereo not given),i,i

# Structures from the list above that have a thiophene ring, fused or not (seven):
SMILES,CHT allo act,CHT block
COC(=O)c1c(NS(=O)(=O)c2ccccc2)csc1C,i,i
O=C(NC1CCCCCC1)C1c2ccccc2C(=O)N1Cc1cccs1 (stereo not given),i,i
CCOC(=O)c1sc(SCc2ccccc2)c2c1CC(C)(C)CC2=O,i,i
COC(=O)c1c(NC(=O)CSc2nnnn2-c2ccccc2)sc2c1CCC(C)C2 (stereo not given),i,i
COc1ccc(C2=NN(S(C)(=O)=O)C(c3cccs3)C2)cc1 (stereo not given),i,i
Cc1nc(-c2ccc(S(=O)(=O)Oc3ccc(Cl)cc3Cl)s2)cs1,i,i
O=C1CCCC2=C1C(c1cn(-c3ccccc3)nc1-c1cccs1)c1c([nH]c(=O)[nH]c1=O)N2 (stereo not given),i,i

# Next compounds
SMILES,CHT allo act,CHT block
CCOC(=O)c1c(C)c(-c2ccccc2)n(CC(=O)NCCC(C)C)c1C,i,i
Cc1cccc(NCc2ccccc2O)n1,i,i
CN(C)CCn1c(=S)[nH]c2ccc(Cl)cc2c1=O,i,i
CC(OC(=O)c1cc(-c2cccnc2)nc2ccccc12)C(=O)Nc1ccc2ccccc2c1 (stereo not given),i,i
CC(C)(C)CN1CCN(Cc2cc3ccccc3[nH]2)CC1CCO (stereo not given),i,i
CC(C)CN(C(=O)c1ccc(=O)n(C)n1)c1c(N)n(Cc2ccccc2)c(=O)[nH]c1=O,i,i
COc1ccc(C(=O)NCCN2CCCC2)cc1,i,i
COc1ccc(-c2nc(N)nc(C)c2-c2ccc(Cl)cc2)c(O)c1,i,i
COc1cccc(CN2CCN(C(c3ccccc3)c3ccccc3)CC2)c1O,i,i
CCn1c(SCC(=O)c2ccccc2)nnc1-c1cccnc1,i,i
Cc1ccc(C(=O)NC(C)c2ccc(F)cc2)cc1 (stereo not given),i,i
CN(C)C(CNC(=O)c1ccc(NS(=O)(=O)c2ccc(F)c(F)c2)cc1)c1ccccc1 (stereo not given),i,i
COc1ccc(/C(C)=N/NC(=O)Cc2c(C)nc(C)[nH]c2=O)cc1,i,i
CCC(C)(C)NC(=O)c1cc([N+](=O)[O-])ccc1N1CCCCC1,i,i
O=C(NCc1ccncc1)C(=O)Nc1ccc2c(c1)OCO2,i,i
Cc1cc2cc(CCNC(=O)c3cccc([N+](=O)[O-])c3)c(=O)[nH]c2cc1C,i,i
c1ccc(-c2ccc(CN3CCN(c4ncccn4)CC3)cc2)cc1,i,i
Cc1nnc(NC(=O)CSc2ccc3nnc(-c4ccccn4)n3n2)s1,i,i
c1ccc(Cn2nnc3c(N4CCN(Cc5ccc6c(c5)OCO6)CC4)ncnc32)cc1,i,i
CN(c1ccc(OCC(=O)N2CCOCC2)cc1)S(=O)(=O)c1ccc(Cl)cc1,i,i
COc1ccc(C(=O)NCc2nnc(SCC(=O)NCc3ccco3)o2)cc1OC,i,i
CCOC(=O)C1=C(C)NC(=O)NC1c1ccc(N2CCC(c3ccccc3)=N2)cc1 (stereo not given),i,i
CCOC(=O)c1c(CC(C)C)csc1/N=C/C1=C(O)CCCC1=O,i,i
Cc1ccc(N=Nc2c(N)n(-c3ccccc3)[nH]c2=O)cc1,i,i
CCCCOc1ccc(C(=O)N2CCN(c3ncccn3)CC2)cc1,i,i

# Compounds shown so far that have a cyano group:
SMILES,CHT allo act,CHT block
Cc1cccn2c(=O)c(/C=C(\C#N)C(=O)NCc3ccco3)c(N3CCCC(C)C3)nc12 (stereo not given),i,i
CCC(CC)=C(C#N)C(=O)NC1CCCCC1,i,i
COc1ccc(C(C)=O)cc1CSCCC#N,i,i
